# Source: PubChem BioAssay
# GLP1R ag – GLP-1 receptor (human) agonism. HEK293 GLP-1R CRE-luciferase, luminescence, 4-6 h; cells express a hypersensitive GLP-1R form. Potency, µM (doses to about 45.6 µM), inactives show at the highest dose activation, most hits filed as activators. 380,000 compounds, 0.007% hits. AID 624172; further: % of control where 0% means no effect
# Target sequence (P43220 whole entry, looked up): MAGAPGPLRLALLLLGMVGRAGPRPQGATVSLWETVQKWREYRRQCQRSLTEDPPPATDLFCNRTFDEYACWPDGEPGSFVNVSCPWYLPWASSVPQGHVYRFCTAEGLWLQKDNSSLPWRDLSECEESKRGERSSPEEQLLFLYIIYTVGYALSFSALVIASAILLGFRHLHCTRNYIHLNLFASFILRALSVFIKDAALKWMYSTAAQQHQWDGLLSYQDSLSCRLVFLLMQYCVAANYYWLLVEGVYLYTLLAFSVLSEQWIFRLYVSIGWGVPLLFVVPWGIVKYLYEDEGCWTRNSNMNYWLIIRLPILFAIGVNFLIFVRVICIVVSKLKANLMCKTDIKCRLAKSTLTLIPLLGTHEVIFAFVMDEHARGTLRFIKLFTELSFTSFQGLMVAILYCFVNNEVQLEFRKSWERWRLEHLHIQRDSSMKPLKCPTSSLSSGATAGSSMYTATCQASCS
# KB-V1 MDR tox – KB-V1 MDR subline cytotoxicity | KB-V1 MDR cells viability, CellTiter-Glo, 72 h | Potency, µM (top dose mostly 46.1 µM), inactives show at the highest dose activity change, negative = cytotoxicity, actives largely listed as cytotoxic | 400,000 compounds, 3.4% hits | AID 1347076; further: on the % scale 0 is the no-effect control and ±100 the full control effect; nearly all actives have a fitted effect of over 60% in size
#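 Readout: CellTiter-Glo luminescence, 10 min after addition. Cells: KB-V1 MDR subline, 72 h at 37 degrees C with compound. Analysis: corrected, normalized data fitted to concentration-effect curves.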
# KB-3-1 tox – KB-3-1 parental cell cytotoxicity; Potency, µM (top dose mostly 46.1 µM), without a hit: at the top dose activity change, negative = cytotoxic, usual class: cytotoxic; KB-3-1 viability, CellTiter-Glo ATP luminescence, 72 h; 400,000 compounds, 1.4% hits; further: on the % scale 0 is the no-effect control and ±100 the full control effect; nearly all actives have a fitted effect of over 60% in size
#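 Here the drug-naive KB-3-1 line serves as comparator for MDR sub-line selectivity; cells received compound titrations, 72 h at 37 °C, then CellTiter-Glo readout.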
# HT1080-NT tox – kills 2HG-producing HT-1080-NT fibrosarcoma cells | HT-1080-NT fibrosarcoma viability, CellTiter-Glo ATP luminescence, 48 h | AID 686970 | 360,000 compounds, 1.6% hits | Potency, µM (titrated, usually from 46.1 µM), for inactives: top-dose activity, negative = less viability, actives largely listed as cytotoxic;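 further: NT is the 2HG producing partner of a matched IDH1 knockdown line; 0% = DMSO-treated cells and -100% = media-only wells without cells; nearly all actives have a fitted effect of over 55% in size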
#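 Fibrosarcoma NT cells, 750 per well in 5% FBS RPMI, were exposed to compound for 48 hours. Viability: CellTiter-Glo luminescence.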
# GLP1R cytotox – cytotoxicity counter-screen for GLP-1 receptor inverse agonists; Potency, µM (series often up to 38.3 µM), for inactives: at the top dose activity change, negative = inhibition, usual class: inhibitors; 410,000 compounds, 0.13% hits; HEK293 cAMP-luciferase reporter cells, luminescence, 24 h;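 further: loss of luciferase light is scored as toxicity; on the % scale 0 is the no-effect control and ±100 the full control effect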
#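 Seeding density was 200 cells/uL; after overnight-length (12 h) culture, 23 nL compounds went on for 24 h at 37 °C. Readout used a luciferase detection reagent, luminescence taken after 12 min at room temperature.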
# TDP43 rescue – inhibitors of TDP-43 toxicity in yeast. TDP-43 expressing yeast growth rescue, BacTiter-Glo, 24 h. Potency, µM (top dose mostly 46.1 µM), for inactives: top-dose growth rescue (activation), most hits filed as activators. 410,000 compounds, 1.8% hits. AID 652104; further: % of control where 0% means no effect; nearly all actives have a fitted effect of over 50% in size
#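 Galactose-induced TDP-43 yeast, OD600=0.02, compound pinned; 24 hr, 30 deg C; BacTiter-Glo luminescence for growth. Inhibitors of TDP-43 toxicity read as activators.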
# HT1080 IDH1KD tx – kills HT-1080 cells with IDH1 knockdown | HT-1080 IDH1 knockdown viability, ATP luminescence, 48 h | Potency, µM (top dose mostly 46.1 µM), for inactives: at the top dose activity, negative = toxicity, usual class: cytotoxic | 360,000 compounds, 2% hits | AID 686971;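 further: 0% = DMSO wells and -100% = cell-free medium wells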
#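 Luminescent ATP read-out (CellTiter-Glo, 10 min at room temperature) after 48 h compound exposure at 37 °C gave viability of IDH1-knockdown HT-1080 cells. Activity was normalised to DMSO and cell-free wells, then fitted as concentration-response curves.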
# SW480 rerep – DNA re-replication induction in SW480 cells; SW480 DNA re-replication, Hoechst DNA content imaging, 48 h; Potency, µM (titrated, usually from 46.1 µM), for the others: top-dose re-replication activation, hits mostly activators; 340,000 compounds, 1.8% hits; further: % of control where 0% means no effect; nearly all actives have a fitted effect of over 55% in size
#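 Quantitative HTS format with DMSO vehicle controls; 48 hr drug incubation at 37 C, then 40 min Hoechst staining and scanning imager measurement at 405 nm excitation.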
# GLP1R inv ag – GLP-1 receptor (human) inverse agonism. HEK293 GLP-1R CRE-luciferase, luminescence, 24 h; GLP-1R form is constitutively active. Potency, µM (doses to about 38.3 µM), for the others: at the highest dose activity change, negative = inhibition, usual class: inhibitors. 410,000 compounds, 1.6% hits. P43220; further: on the % scale 0 is the no-effect control and ±100 the full control effect; nearly all actives have a fitted effect of over 55% in size
#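 Using stably transfected HEK293 (constitutively active GLP-1R, cAMP-luciferase reporter), compounds were incubated 24 hr and luciferase measured by luminescence.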
# An asterisk follows results filed as active; ? = inconclusive; . = no result given; [ ] = another dose, or the depositor's remark. The call rests on the fitted dose curve; in most records, active means well fitted curve in the direction sought with a large enough effect; inconclusive means small, poorly fitted or top-dose-only effect, or another doubt; inactive means no such curve, though single readings can be large; an effect the other way counts as inactive or inconclusive. Potency means the concentration at half of the fitted maximal effect.
SMILES,GLP1R ag,KB-V1 MDR tox,KB-3-1 tox,HT1080-NT tox,GLP1R cytotox,TDP43 rescue,HT1080 IDH1KD tx,SW480 rerep,GLP1R inv ag
O=c1[nH]nc(N=Nc2c(O)[nH]c3ccc(F)cc23)c(=O)[nH]1,6%,13%,-19%,-2%,-5%,0%,4%,3%,2%
Cc1cnc([N+](=O)[O-])n1CCOC(=O)NC(=O)c1ccc(F)cc1,0%,-8%,14%,1%,13%,18%,10%,-1%,14%
C=CCNc1nc(Nc2ccc([N+](=O)[O-])cc2)nc(N2CCCC2)n1,4%,?,-16%,10%,-14%,?,7%,4%,27%
COc1ccc(/C=C/C(=O)NC(=S)N2CCOCC2)cc1,0%,6%,18%,4%,?,-2%,9%,-8%,7%
CN1CCC(OC(=O)c2ccc(Cl)cc2Cl)CC1,2%,5%,2%,-1%,10%,1%,6%,-105%[inhibitor],?
COC(=O)c1sc(NC(=O)C(C)c2ccccc2)nc1C (stereo not given),2%,-1%,-4%,-13%,-4%,0%,-16%,6%,-1%
O=C(Nc1ccc(F)c(Cl)c1)C1CCCN(C2=NS(=O)(=O)c3ccccc32)C1 (stereo not given),-4%,-1%,-23%,-12%,-21%,-12%,-12%,-12%,?
COc1ccccc1NC(=S)NCCN1CCOCC1,-4%,-2%,4%,-1%,0%,9%,8%,-2%,13%
CN(C)CCNC(=O)c1nn(C)c2c1CCc1ccccc1-2,-5%,22%,26%,5%,-18%,-4%,4%,-17%,-34%
CCCC(=O)N(CCN1CCOCC1)c1nc2c(C)cccc2s1,10%,-6%,7%,0%,0%,2%,1%,?,?
c1ccc2c(c1)oc1c(NCCCn3ccnc3)ncnc12,-2%,-7%,14%,-4%,-6%,6%,8%,4%,23%
C=CCN(C(=O)CSc1nc2[nH]ncc2c(=O)n1-c1ccccc1OC)c1ccccc1,16%,-27%,?,-12%,2%,-23%,-23%,0%,0%
COc1cc(C(c2sc3nc(C)nn3c2O)N2CC(C)CC(C)C2)cc(OC)c1OC (stereo not given),12%,0%,13%,-2%,-6%,0%,-1%,-3%,-5%
CC(CN1CCN(Cc2ccccc2)CC1)c1ccccc1 (stereo not given),-1%,-1%,14%,10%,5%,11%,-1%,-2%,0%
COc1cccc(CSc2nc3n(n2)C(c2ccc(C(=O)O)cc2)C(C(=O)Nc2ccccc2)=C(C)N3)c1 (stereo not given),.,14%,3%,.,-6%,14%,.,.,2%
COc1ccc(/C=N/NC(=O)c2sccc2OCc2ccc(F)cc2)cc1OC,-5%,9%,?,-6%,-13%,7%,1%,-8%,6%
O=Nc1c2cc3ccccc3[nH]c-2c2ccccc12,-18%,-14%,-14%,-7%,-1%,?,-24%,-3%,-26%
COc1ccc2c(c1)C=C(C(=O)OCc1cccnc1)CO2,0%,-5%,1%,18%,1%,-1%,19%,-7%,19%
Cc1ccc(-n2c(=O)c3c(c4cc(C)ccc4n3C)n(Cc3ccc(F)cc3)c2=O)cc1,.,9%,-8%,.,-12%,-13%,.,.,3%
Cc1ccc(C(=O)n2c(-c3ccccc3)cnc2SCC(=O)Nc2ccccc2)cc1,-6%,12%,0%,-6%,-4%,?,-2%,-2%,-10%
Cc1csc(NC(=O)C(CC(C)C)NS(=O)(=O)c2ccc3c(c2)oc(=O)n3C)n1 (stereo not given),-1%,3%,0%,9%,5%,20%,2%,-14%,19%
O=C(NCc1cccnc1)C(=O)NCC1OCCN1S(=O)(=O)c1ccc(Cl)cc1 (stereo not given),14%,16%,3%,0%,-1%,15%,-3%,13%,-11%
COC(=O)Oc1nsnc1N1CCOCC1,-1%,8%,3%,0%,-10%,-12%,0%,5%,2%
O=C(Nc1ccn(CCCNCCc2ccccn2)c(=O)n1)OCc1ccccc1,-2%,10%,2%,1%,-25%,0%,3%,.,6%
NC(N)=NC(N)=Nc1ccccc1,-1%,0%,-9%,2%,1%,-24%,-8%,-17%,0%
N#CCC1c2ccccc2CCN1C(=O)Nc1cccc(C(F)(F)F)c1 (stereo not given),6%,0%,?,13µM*,-10%,-21%,?,1%,-9%
CN(CC(=O)Nc1ccc(N2CCOCC2)cc1)CC(=O)Nc1ccc(N2CCOCC2)cc1,7%,0%,-3%,2%,8%,-4%,-3%,1%,47%[activator]
O=C(COc1ccccc1Cl)Nc1ccc(N2CCN(C(=O)c3ccccc3)CC2)cc1,-6%,?,?,-26%,?,22µM*,?,?,?
CCC1(CC)NC(=O)N(CC(=O)Nc2cccc3ccccc23)C1=O,1%,1%,1%,9%,-12%,-22%,0%,5%,29%
O=C(CN1CCOCC1)Nc1ccc(Cl)cc1,3%,20%,-1%,-10%,6%,11%,-10%,3%,21%
Cc1ccccc1OC(C)C(=O)Nc1ccc(S(=O)(=O)N2CCCC2)cc1 (stereo not given),14%,.,.,-6%,-23%,22%,8%,-3%,?
Cc1occc1C(=O)Nc1cccc(Cl)c1Cl,11%,-1%,14%,?,2%,11µM*,17%,9%,-11%
COC(=O)C1=C(C)NC(=O)NC1c1ccc(-c2ccccc2Cl)o1 (stereo not given),8%,?,-2%,?,-5%,-19%,?,?,2%
Cc1cc(C(=O)Nc2ccccc2N2CCOCC2)c(C)o1,11%,2%,-1%,10%,0%,?,5%,3%,-11%
O=c1c2ccccc2sc2ccc(C#CC3(O)CCCCC3)cc12,-18%,0%,-14%,-23%,-21%,?,-21%,-1%,?
O=C(NCc1ccccc1)C1CCC(CNS(=O)(=O)c2ccc(Br)s2)CC1 (stereo not given),.,-5%,4%,.,3%,13%,.,.,26%
CCOC(=O)c1c(C)c(-c2ccccc2)n(CC(=O)NCc2cccc(OC)c2)c1C,1%,-11%,7%,.,3%,?,.,.,7%
NC(=O)C1CCN(S(=O)(=O)c2ccc3c(c2)OCCO3)CC1,6%,0%,-8%,2%,-5%,-20%,1%,0%,50%[activator]
Cc1ccc(Cc2c(-c3ccc(F)cc3)nc3cc(C)ccn23)cc1,-1%,-4%,-17%,-11%,?,16%,-27%,.,?
CCn1c(=O)n(Cc2ccco2)c(=N)c2c3c(sc21)COC(C)(C)C3,16%,-11%,17%,2%,1%,-5%,-13%,-6%,168%[activator]
O=C(NCCc1ccccc1Cl)c1ccc2c(=O)n(-c3ccccc3)c(=O)[nH]c2c1,.,13%,-5%,.,-9%,18%,.,.,-23%
CCOc1ccc(N(C)c2ccc(/C=C3/SC(=S)NC3=O)cc2)cc1,-4%,-13%,-9%,?,-17%,.,?,?,?
CN(Cc1cccc2ncccc12)C(=O)CC1C(=O)NCCN1Cc1ccc(F)cc1 (stereo not given),10%,0%,-9%,2%,-7%,-8%,-1%,-4%,9%
CC(C)CN(C(=O)Cn1ccccc1=O)C1CCS(=O)(=O)C1 (stereo not given),16%,1%,-1%,18%,0%,5%,10%,-7%,4%
Cc1c(Br)c([N+](=O)[O-])nn1CC(=O)Nc1ccc(C(N)=O)cc1,5%,2%,16%,0%,2%,4%,6%,-18%,9%
Cc1ccc(S(=O)(=O)N2CCOC2C(Cl)(Cl)Cl)cc1 (stereo not given),1%,-13%,-14%,-8%,3%,-14%,-20%,0%,10µM*
CCOC(=O)c1ccc(-n2c(N)c(C(=O)NCc3ccco3)sc2=S)cc1,-14%,?,0%,-7%,0%,1%,-2%,-1%,0%
CCOC(=O)c1cc(-c2ccc(C)cc2)n(CCC(=O)Nc2ccc(OC)c(OC)c2)c1C,-4%,1%,-6%,.,-18%,27%,.,.,?
O=C(COc1coc(CN2CCc3ccccc3C2)cc1=O)Nc1cccc([N+](=O)[O-])c1,-8%,17%,-3%,11%,-1%,-4%,2%,-35%[inhibitor],1%
CN1CCN(S(=O)(=O)c2ccc(Oc3ccc(Br)cc3F)nc2)CC1,9%,-22%,-7%,-2%,-12%,-19%,0%,-5%,?

# Entries of single compounds, looked up by structure.
# Listed for `Cc1ccc(S(=O)(=O)N2CCOC2C(Cl)(Cl)Cl)cc1` (stereo not given) : GLP1R ag = 1%; KB-V1 MDR tox = -13%; KB-3-1 tox = -14%; HT1080-NT tox = -8%; GLP1R cytotox = 3%; TDP43 rescue = -14%; HT1080 IDH1KD tx = -20%; SW480 rerep = 0%; GLP1R inv ag = 10µM*
# Listed for `CCOC(=O)c1ccc(-n2c(N)c(C(=O)NCc3ccco3)sc2=S)cc1` : GLP1R ag = -14%; KB-V1 MDR tox = ?; KB-3-1 tox = 0%; HT1080-NT tox = -7%; GLP1R cytotox = 0%; TDP43 rescue = 1%; HT1080 IDH1KD tx = -2%; SW480 rerep = -1%; GLP1R inv ag = 0%

# The listing continues:
SMILES,GLP1R ag,KB-V1 MDR tox,KB-3-1 tox,HT1080-NT tox,GLP1R cytotox,TDP43 rescue,HT1080 IDH1KD tx,SW480 rerep,GLP1R inv ag
CCOc1ccc(NC(=O)CSc2nnc(CCNC(=O)c3ccc(OC)cc3)n2CC)cc1,1%,-28%,3%,6%,-11%,15%,9%,-1%,1%
COc1ccc(N(CC(=O)NCCC2=CCCCC2)S(=O)(=O)c2ccccc2)c(OC)c1,7%,0%,10%,3%,-8%,-10%[0.397 µM],1%,-8%,34%[activator]
Cc1ccccc1OCC(=O)Nc1ccc2c(c1)OCO2,-5%,18%,5%,?,4%,?,13%,-2%,-5%
CCn1ncc(C(=O)Nc2cc(C)on2)c1C,3%,-14%,-12%,4%,3%,-19%,12%,2%,5%
O=C(Nc1ccc(F)cc1)c1cc(S(=O)(=O)N2CCOCC2)cs1,3%,-7%,-3%,7%,-3%,9%,-11%,?,-2%
CN(C)N1C(N)=C(C#N)C(c2ccc(F)cc2)C2=C1CC(C)(C)CC2=O (stereo not given),9%,0%,10%,0%,-9%,1%,4%,-13%,9%
CCN(C(=O)CSc1nc2ccccc2c2nc(CCn3c(C)nc4ccccc43)nn12)c1cccc(C)c1,.,0%,11%,.,9%,-6%,.,.,4%
O=C(O)c1cccnc1Br,-3%,17%,1%,5%,5%,15%,2%,-8%,15%
O=C(Nc1ccc(Oc2cccnc2)cc1)C1CCN(Cc2cccc(Cl)c2)CC1,-1%,-8%,-2%,-22%,-23%,13%,?,22%,?
